PABP1 MLLE inh = inhibitors of microRNA-mediated deadenylation, human PABP1 MLLE binding | GST-MLLE / FITC-PAM2 fluorescence polarization | inhibition, % at 20 µM | 360,000 compounds, 0.36% hits | AID 588489; in the data active means inhibition above about 35%, passing the limit was not always enough;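 further: plate controls were DMSO wells with GST-MLLE for no effect and wells lacking GST-MLLE protein for full effect; some results filed as inactive read as strong as hits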
MsrA inhibitor = bovine MsrA inhibition; purified bovine MsrA, absorbance read-out; 360,000 compounds, 0.75% hits; inhibition, % at 15.5 µM; AID 651718; in the data active means inhibition above about 4.5%;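 further: 0% = vehicle wells with enzyme and 100% = reference inhibitor wells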
bovine MsrA act = activators of bovine methionine sulfoxide reductase A | AID 602163 | 360,000 compounds, 0.3% hits | activation, % at 10.6 µM | purified bovine MsrA, absorbance read-out; in the data active means activation above about 7.5%;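 further: 0% = vehicle and 100% = reference activator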
CendR NRP1 mod = modulators of CendR peptide binding to human neuropilin-1 | O14786 | FAM-RPARPAR peptide binding to NRP-1, fluorescence polarization | inhibition, % at 25 µM | 360,000 compounds, 0.85% hits | AID 602438;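 active means inhibition or corrected inhibition above about 18%, plus a signal ratio from 0.5 to 1.5, limit read from the data, passing the limit was not always enough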; further: strong numbers were not always called active
TbMetRS inhib = blocks T. brucei methionyl-tRNA synthetase activity | purified T. brucei MetRS, ATP depletion, Kinase-Glo luminescence | inhibition, % at 11.9 µM | 360,000 compounds, 0.4% hits;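 active means inhibition above a per-plate cutoff of the control wells' mean inhibition plus 3 SD, cut at about 5.5% in these data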;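 further: 0% = DMSO wells median and 100% = median of wells with control inhibitor compound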
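Material: parasite MetRS enzyme / Replication: singlicate, one well per compound / Signal: luminescence of leftover ATP / Schedule: 2 h aminoacylation at 25 °C after 15 min preincubation / Medium: HEPES-MgCl2-KCl buffer plus DTT, spermine, BSA, pyrophosphatase / Doses: 11.9 µM single point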
FAS TE block = inhibitors of human fatty acid synthase thioesterase domain | P49327 | recombinant FAS-TE, OMFH fluorogenic substrate, fluorescence endpoint | inhibition, % at 15 µM | 360,000 compounds, 0.67% hits | AID 602261;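 active means compounds whose normalised, plate-corrected inhibition of enzyme fluorescence in the single-dose primary screen is 50% or more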;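 further: 0% = DMSO with enzyme and 100% = substrate without enzyme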
E coli Lon inh = inhibitors of E. coli Lon protease; P0A9M0; 360,000 compounds, 0.42% hits; inhibition, % at 7.94 µM; AID 602123; purified E. coli Lon protease, fluorescence polarization; in the data active means inhibition above about 13%, passing the limit was not always enough;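 further: 0% = enzyme with probe and DMSO and 100% = no enzyme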
Target sequence (P0A9M0 whole entry, looked up): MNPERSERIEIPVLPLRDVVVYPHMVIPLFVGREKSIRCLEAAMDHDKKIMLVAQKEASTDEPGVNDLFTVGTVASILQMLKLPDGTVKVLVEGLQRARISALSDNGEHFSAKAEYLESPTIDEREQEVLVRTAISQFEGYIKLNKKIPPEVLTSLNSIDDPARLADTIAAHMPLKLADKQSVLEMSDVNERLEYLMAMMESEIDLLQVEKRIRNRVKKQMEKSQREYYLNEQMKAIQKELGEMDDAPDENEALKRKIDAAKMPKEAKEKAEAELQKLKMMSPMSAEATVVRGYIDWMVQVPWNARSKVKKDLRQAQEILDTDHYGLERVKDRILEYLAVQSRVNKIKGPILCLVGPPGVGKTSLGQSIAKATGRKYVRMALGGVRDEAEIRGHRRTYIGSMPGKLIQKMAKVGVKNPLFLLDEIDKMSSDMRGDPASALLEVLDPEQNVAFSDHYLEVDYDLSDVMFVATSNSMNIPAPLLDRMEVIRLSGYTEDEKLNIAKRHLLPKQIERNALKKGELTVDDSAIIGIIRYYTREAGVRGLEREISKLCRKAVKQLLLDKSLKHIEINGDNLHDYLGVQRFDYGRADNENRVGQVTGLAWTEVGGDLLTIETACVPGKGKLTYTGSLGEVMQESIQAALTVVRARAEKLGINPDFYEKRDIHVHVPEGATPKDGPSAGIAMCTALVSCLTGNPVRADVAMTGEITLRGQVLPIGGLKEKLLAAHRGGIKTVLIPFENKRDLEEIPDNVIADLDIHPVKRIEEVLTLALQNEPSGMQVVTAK
SKN-1 block = blocks SKN-1 activity in C. elegans; C. elegans VP596 Pgst-4::GFP/RFP ratio, acrylamide-induced, 24 h; inhibition, % at 21.8 µM; 360,000 compounds, 0.49% hits; AID 624304;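 active means interference check ratio from 0.5 to 1.5 plus GFP to RFP signal ratio inhibition reaching or exceeding a fixed threshold, cut at about 30% in these data, passing the limit was not always enough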; further: some compounds called inactive have numbers as strong as hits
MT1-MMP act inh = inhibitors of human MT1-MMP activation | P50281 | HT1080 RFP-PRO-GFP cells, GFP/RFP ratio fluorescence, overnight; percent of plate control window, DMSO zero | GFP/RFP ratio change, % at 20 µM | 360,000 compounds, 0.061% hits;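 active means GFP/RFP ratio change of at least 30% with cell ATP level not reduced by more than half and red fluorescence within 50% of control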; further: strong numbers were not always called active
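Material – HT1080 RFP-PRO-GFP cells · Control set – DMSO wells and RFP-L50D-GFP cells · Incubation – overnight cell settling, then overnight compound exposure, 37 °C, 5% CO2 · Compound dosing – single-point 20 µM compound, 1% DMSO · Read-out – GFP/RFP fluorescence ratio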
Numbers without * were called inactive; nt = no result given.

Order of values: PABP1 MLLE inh, MsrA inhibitor, MT1-MMP act inh, E coli Lon inh, FAS TE block, SKN-1 block, bovine MsrA act, CendR NRP1 mod, TbMetRS inhib
1: C=CCn1c(SCc2ccc(Cl)c(Cl)c2)nnc1C(CO)NC(=O)c1ccc(OC)cc1 (stereo unspecified)
  -9, -1.0, 4, 8, 6, 0, -4, -6, -0.3
2: CCOC(=O)c1[nH]c(C)c(C(=O)Nc2ccc3c(c2)CCC3)c1C
  -1, -0.3, 7, -10, 4, -5, 0, 16, -0.2
3: CCN(Cc1ccccc1)C(c1cc2cc(C)cc(C)c2[nH]c1=O)c1nnnn1CCOC (stereo unspecified)
  12, 2.3, -1, 6, -2, -1, -10, -1, -1.4
4: COc1ccc(CCNC(=O)COC(=O)CCC(=O)c2ccc(F)cc2)cc1OC
  -13, -1.2, -1, 1, 0, 3, 1, 1, -0.1
5: O=[N+]([O-])c1cc(C(F)(F)F)cc([N+](=O)[O-])c1NCCCN1CCOCC1
  12, -0.4, 3, -1, -3, 25, 1, 8, -0.6
6: O=c1[nH]nc2n1CCCCC2
  2, -0.7, -4, 6, -9, 9, -4, 5, -0.2
7: CCC(=O)Nc1ccc(S(=O)(=O)Nc2c(NC)c3ccccc3oc2=O)cc1
  15, 0.7, 3, -1, -5, 10, 7, 8, 0.0
8: O=C(COc1ccccc1)Nc1nnc(S(=O)(=O)N2CCCCCC2)s1
  7, 1.6, 3, 1, -6, 6, -11, -2, -0.5
9: O=[N+]([O-])c1ccc(O)c(/C=N/Nc2nc3ccccc3[nH]2)c1
  -61, 3.2, 1, -11, -8, -10, 0, -14, 9.5*
10: CCOc1ccccc1-c1cncc(NC)n1
  -1, 2.0, -4, 4, -4, 1, -2, 23, -0.3
11: CCN(CC)c1nc2c(s1)C(=O)CC(C)(C)C2
  -6, 3.9, 3, 1, -8, -4, -5, 1, 0.0
12: Cc1cc2ncn(C3CC(=O)N(Cc4ccc(N5CCCC5=O)cc4)C3=O)c2cc1C (stereo unspecified)
  -11, 0.7, 1, -1, -2, -8, -1, 6, 0.4
13: O=[N+]([O-])c1ccc2[nH]cc(S(=O)(=O)N3CCN(c4cccc(Cl)c4)CC3)c2c1
  3, 1.6, -1, 1, -100, 3, -2, 3, 0.4
14: O=Cc1c(NCCc2ccc(F)cc2)c2ccccc2[nH]c1=O
  8, -0.2, -8, -3, 7, -2, 0, 0, -0.8
15: c1ccc(SCCN2CCc3ccccc3C2)cc1
  18, -0.6, 0, 0, -1, 4, -15, -16, -1.6
16: Cn1c(Nc2ccc(F)cc2)nc2cc(-c3ccsc3)sc2c1=O
  -9, -0.4, 3, -5, 18, 3, -1, 5, -0.2
17: CCOC(=O)N/N=C/c1cc(C)n(-c2ccccc2)c1C
  -22, -0.6, -5, -2, -4, 0, -8, -12, -1.3
18: COc1ccc(NC(=O)CSc2nnc(CNC(=O)c3ccco3)o2)cc1
  2, -0.2, 1, 10, -11, 3, -13, -17, -1.3
19: CC1CN(Cc2nc3c(c(=O)n(C)c(=O)n3C)n2Cc2ccccc2)CC(C)O1 (stereo unspecified)
  -11, -0.6, -2, -2, -5, 6, 3, -3, 0.1
20: CCOc1ccc(C2c3c(oc4cc(C)c(C)cc4c3=O)C(=O)N2CCCN2CCOCC2)cc1 (stereo unspecified)
  -6, 1.4, -3, 3, 13, 15, -1, -2, -1.6

Ordered by value in MT1-MMP act inh (rising): five from the list above.
# | molecule | MT1-MMP act inh
14 | O=Cc1c(NCCc2ccc(F)cc2)c2ccccc2[nH]c1=O | -8
4 | COc1ccc(CCNC(=O)COC(=O)CCC(=O)c2ccc(F)cc2)cc1OC | -1
15 | c1ccc(SCCN2CCc3ccccc3C2)cc1 | 0
12 | Cc1cc2ncn(C3CC(=O)N(Cc4ccc(N5CCCC5=O)cc4)C3=O)c2cc1C (stereo unspecified) | 1
5 | O=[N+]([O-])c1cc(C(F)(F)F)cc([N+](=O)[O-])c1NCCCN1CCOCC1 | 3

Random excerpt: two compounds from above
Order of values: PABP1 MLLE inh, MsrA inhibitor, MT1-MMP act inh, E coli Lon inh, FAS TE block, SKN-1 block, bovine MsrA act, CendR NRP1 mod, TbMetRS inhib
7: CCC(=O)Nc1ccc(S(=O)(=O)Nc2c(NC)c3ccccc3oc2=O)cc1
  15, 0.7, 3, -1, -5, 10, 7, 8, 0.0
14: O=Cc1c(NCCc2ccc(F)cc2)c2ccccc2[nH]c1=O
  8, -0.2, -8, -3, 7, -2, 0, 0, -0.8

Going on with the list.
Order of values: PABP1 MLLE inh, MsrA inhibitor, MT1-MMP act inh, E coli Lon inh, FAS TE block, SKN-1 block, bovine MsrA act, CendR NRP1 mod, TbMetRS inhib
21: COc1ccc(NC(=O)/C(=C\c2ccccc2)NC(=O)c2ccco2)cc1
  2, 1.5, 2, -6, -4, -7, -1, -6, -0.3
22: O=C(N/N=C/c1ccccc1)C(=O)N/N=C/c1ccccc1
  2, -1.2, 0, 20*, -6, 10, -2, 16, -0.7
23: CCN(CC)c1ncnc2c1ncn2[C@H]1CN(Cc2ccccc2)C[C@@H](CO)O1
  5, -0.3, 2, -5, -4, 13, -3, -7, -0.4
24: CC(C)=CCN1CCN(Cc2cnc(N3CCCC3)s2)CC1CCO (stereo unspecified)
  -6, -0.4, 0, -1, -6, 7, -1, -8, 0.3
25: C/C(=N\NC(=O)c1ccc2ccccc2c1)c1cccnc1
  -6, -0.3, -1, 6, -3, -3, -8, 4, -0.4
26: O=C(Nc1c(C(=O)N2CCC(N3CCCCC3)CC2)oc2ccccc12)c1c(F)cccc1F
  -2, -0.5, 1, -5, -7, -3, -2, 11, -0.4
27: COc1ccc(CCC(=O)Nc2cc([N+](=O)[O-])ccc2OC)cc1
  -8, 0.2, 3, -11, 48, -2, -2, 13, 0.2
28: Cc1ccc(O)c(N/C=C/C(=O)c2ccc(F)cc2)c1
  -5, 1.5, -10, -12, 5, 24, -1, 5, -1.4
29: O=C(O[C@@H](C(=O)O)[C@@H](OC(=O)c1ccccc1)C(=O)O)c1ccccc1
  -3, 0.1, -1, -5, 0, 5, -5, -10, 0.5
30: Cc1cccc(CC(=O)N2CCC(n3nccc3NC(=O)C3CC3)CC2)c1
  -1, -2.0, 1, 2, -8, 1, -8, 9, -0.3
31: C=CCN(CC=C)C(=S)NC(=O)/C=C/c1ccc(C)cc1
  3, -1.7, 2, -5, -13, 3, -1, 5, 0.6
32: O=[N+]([O-])c1ccc(/C=N/N2CCN(c3ccncc3S(=O)(=O)N3CCCCC3)CC2)cc1
  4, -0.9, 7, 0, 9, 15, -4, 0, -0.6
33: O=S(=O)(NCc1cn2ccccc2n1)c1cc(F)ccc1F
  10, -0.8, -9, -8, -7, -46, -13, 10, -1.4
34: CN(C)c1ccc(/C=C2/NC(=O)NC2=O)cc1
  -41, 3.5, -4, -22, -6, 14, -5, -6, -0.6
35: Cc1cccc(NC(=O)c2cc(S(=O)(=O)N3CCCCC3)c[nH]2)c1
  -8, 3.0, 8, -11, -7, -12, -4, 4, -0.5
36: CC1CC(C)(C)CC2(C1)NC(=S)N(c1ccccc1)N2 (stereo unspecified)
  -14, 2.0, 2, 0, 0, -18, -5, 0, -1.1
37: COc1ccc(C(=O)c2cnc3cc4c(cc3c2C)OCO4)cc1
  -1, 1.4, -5, -3, 15, 2, -1, 1, 0.1
38: COc1ccc(NC(=O)CSc2nnnn2C2CCCC2)cc1
  4, -0.9, 4, -5, -2, 9, -1, -9, -0.2
39: Nc1cc(C(=O)O)ccc1N1CCCCCC1
  12, 0.3, 2, -1, -6, 5, -4, 4, 0.3
40: O=C(COc1ccccc1C(=O)NCc1ccncc1)Nc1ccc(Br)cc1
  -1, -0.4, -3, -2, 3, -6, -3, -22, 3.6
41: CC(=O)Nc1ccc(OC(=O)c2cccs2)cc1
  18, 1.6, 11, 9, -2, 9, -6, -1, -1.2
42: CCn1c(SCc2ccccc2F)nnc1-c1ccncc1
  2, -1.5, -2, -5, -7, -4, -3, 1, -0.1
43: CN(CC(=O)Nc1ccc(F)c(F)c1F)C(=O)C1COc2ccccc2O1 (stereo unspecified)
  -5, 0.3, -1, -3, 7, -3, -3, 4, -0.5
44: O=c1[nH][nH]c(C(F)(F)F)c1C=NCc1cccc(Cl)c1
  5, -0.1, -5, 11, -5, 9, 2, 8, -0.1
45: NC(=O)N/N=C/c1c(O)ccc2oc3c(c12)CCCC3
  4, 1.7, -7, 5, 17, 5, -4, 4, 0.2
46: COc1cc(/C=C2\CCCc3c2nc2ccccc2c3C(=O)O)cc(Br)c1O
  -3, 2.2, -6, -5, -2, 10, -3, -4, -0.2
47: CCOCCn1c(SCC(=O)OCc2ccccc2)nc2c1c(=O)[nH]c(=O)n2C
  35, 1.6, 1, -2, -4, 9, -1, 11, -0.5
48: O=C1CN(C(=O)CC2c3ccccc3-c3ccccc32)CC(=O)N1
  -1, 0.5, -1, -2, -1, -7, -2, -4, -0.8
49: CN(C)S(=O)(=O)c1ccc(Cl)c(NC(=O)COC(=O)CN2C(=O)NC(C)(C)C2=O)c1
  6, -1.2, -5, 3, -12, 1, -7, -22, -0.4
50: O=C(COC(=O)c1cccc(OC(F)F)c1)NC1CCCC1
  17, 0.5, 1, 9, -4, 10, 2, 3, -0.6
51: N#Cc1ccc(Oc2c(Cl)cncc2Cl)cc1
  5, -0.1, -9, -1, 3, 1, -1, -9, -0.5
52: O=C(CN(Cc1ccc(Br)cc1)S(=O)(=O)c1ccccc1)NCC1CCCO1 (stereo unspecified)
  11, 0.7, -2, 5, -4, 7, -9, 9, -0.6
53: CC1CCCCN1C(=O)Nc1cccc(C(F)(F)F)c1 (stereo unspecified)
  -18, -0.3, 2, -1, -5, 1, -4, -8, 0.0
54: O=C1C(=Cc2ccc(Br)o2)C(=O)c2ccccc21
  23, nt, 3, 7, 6, -2, -9, -7, -0.2
55: C#CCOc1ccc2ccccc2c1/C=C(/C#N)c1ccc(C(=O)O)cc1
  -28, 1.8, -3, -3, 1, 13, -4, 1, -0.3
56: CCOC(=O)C1CCN(C(=O)CCn2c(=O)[nH]c3ccccc3c2=O)CC1
  16, 0.4, 3, 2, -6, -13, -6, -6, -1.9
57: Clc1ccc(CSc2cc3c(nn2)-c2ccccc2CC3)cc1
  -13, 0.3, -6, 3, 24, 28, -1, -4, -1.7
58: NC(=S)NNC(=O)/C(=C/c1ccc(Br)cc1)NC(=O)c1ccccc1
  -6, 0.6, 2, 1, 1, -5, 0, -8, 2.4

In the list so far, two contain two or more sulfur atoms.
Order of values: PABP1 MLLE inh, MsrA inhibitor, MT1-MMP act inh, E coli Lon inh, FAS TE block, SKN-1 block, bovine MsrA act, CendR NRP1 mod, TbMetRS inhib
8: O=C(COc1ccccc1)Nc1nnc(S(=O)(=O)N2CCCCCC2)s1
  7, 1.6, 3, 1, -6, 6, -11, -2, -0.5
16: Cn1c(Nc2ccc(F)cc2)nc2cc(-c3ccsc3)sc2c1=O
  -9, -0.4, 3, -5, 18, 3, -1, 5, -0.2
